IMP-1 inhibitor: blocks Pseudomonas aeruginosa IMP-1 metallo-beta-lactamase; 290,000 compounds, 0.45% hits; inhibition, % at 5.6 µM; purified IMP-1, nitrocefin hydrolysis, epi-absorbance fluorescence;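 active = inhibition above the mean plus 3 SD of all compounds in the same screening run, cut at about 4.5% in these data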;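 note: 0% = IMP-1 with DMSO and 100% = DMSO wells lacking enzyme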
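assay system = purified recombinant IMP-1 metallo-beta-lactamase enzyme | schedule = 15 min preincubation plus 25 min reaction at 25 °C | signal = Epi-absorbance fluorescence, 480 nm excitation, 530 nm emission | read-out basis = percent inhibition from optical density relative to buffer-blank wells | controls = IMP-1 with DMSO as 0%, enzyme-free DMSO as 100%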
FID counter: displaces DNA intercalator in HCV helicase counter-screen. DNA fluorescent intercalator displacement, fluorescence. inhibition, % at 7.9 µM. 290,000 compounds, 0.17% hits. AID 1845; in the data active = inhibition above about 37%;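 note: 0% = vehicle and 100% = reference compound; higher means more ethidium bromide displaced from hairpin DNA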
M18AAP inhibitor: PfM18AAP enzyme inhibition. 290,000 compounds, 1.2% hits. recombinant PfM18AAP, H-Glu-NHMec fluorogenic cleavage. AID 1822. inhibition, % at 7.35 µM;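 active = inhibition above the campaign mean inhibition over all tested compounds plus 3 SD, cut at about 28% in these data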;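 note: 0% = plate median of test compound wells and 100% = 2 mM ZnCl2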
MEKK2 WT-MEK5: raises or lowers MEK5 binding to wildtype human MEKK2 PB1 domain; bead flow cytometry, Alexa488-MEK5 binding to MEKK2 WT; actives lie on both sides; 290,000 compounds, 1.1% hits; binding response (% of control), % at 10 µM; in the data active = binding response below about 67% or above about 130%
NALP1 yeast inh: blocks the NALP1 inflammasome reconstituted in yeast; 280,000 compounds, 0.61% hits; S. cerevisiae NALP1/ASC/caspase-1 growth, X-gal OD620, 72 h; inhibition, % at 10 µM; in the data active = inhibition mostly above about 24%, no sharp cut-off; inactive = mostly below about 32%; note: some compounds called inactive have numbers as strong as hits
UBC9 SUMO inh: blocks human SUMOylation mediated by UBC9; P63279; HTRF SUMOylation assay, SAE1/SAE2 + UBC9, in vitro; inhibition, % at 35 µM; 290,000 compounds, 0.36% hits; in the data active = inhibition above about 50%, passing the limit was not always enough; note: strong numbers were not always called active
Target sequence (P63279 whole entry, looked up): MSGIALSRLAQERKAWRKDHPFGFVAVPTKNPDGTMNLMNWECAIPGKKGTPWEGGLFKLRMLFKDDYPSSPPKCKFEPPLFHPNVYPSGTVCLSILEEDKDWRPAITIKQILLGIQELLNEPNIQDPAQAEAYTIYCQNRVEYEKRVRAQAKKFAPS
VIM-2 inh: blocks Pseudomonas aeruginosa VIM-2 metallo-beta-lactamase; purified VIM-2, nitrocefin hydrolysis, epi-absorbance fluorescence; inhibition, % at 5.6 µM; 290,000 compounds, 0.89% hits; AID 1527;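 active = inhibition above the mean of all tested compounds plus 3 SD, cutoff set per screening run, cut at about 7.5% in these data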;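 note: red hydrolysis product quenches plate fluorescence so inhibitors raise well fluorescence; 0% = enzyme with DMSO and 100% = DMSO without enzyme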
NS3 helicase inh: HCV NS3 helicase inhibition. NS3 helicase DNA unwinding, Cy5 molecular beacon fluorescence. inhibition, % at 10.9 µM. 290,000 compounds, 0.56% hits. AID 1800;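 active = inhibition above the mean of all tested compounds plus 3 SD, set per campaign, cut at about 35% in these data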;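 note: 0% = DMSO wells and 100% = thioflavine S control wells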
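test system = hepatitis C virus NS3 helicase domain fragment enzyme | reagent = annealed dual-labelled DNA beacon duplex, ATP-started | times = 1 h at 25 °C | detection = Cy5 fluorescence, 0 and 60 min reads | read-out basis = percent inhibition from t60/t0 fluorescence ratio | control set = DMSO and thioflavine S | replication = one well per compound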
MEKK2mut PB1 HTS: signal of MEK5 binding to mutant human MEKK2 PB1 domain; 290,000 compounds, 0.35% hits; bead flow cytometry, Alexa488-MEK5 binding to MEKK2 mutant; percent response, % at 10 µM; in the data active = percent response above about 24%, passing the limit was not always enough; note: inactives centre near 1; some results filed as inactive read as strong as hits
The depositor's hits bear a star; . = not tested or not shown.

1	COc1ccc(NC(=O)C2CCN(C(=O)C3CC(=O)N(c4ccc(C)cc4)C3)CC2)c(OC)c1 (stereo not drawn)
2	CCOc1nnc(C)c2c(C)n(-c3cccc(OC)c3)nc12
3	Cn1c(=O)c2c(ncn2CC(O)CO)n(C)c1=O (stereo not drawn)
4	O=C(CCN1C(=O)CSC1=O)Nc1ccccc1
5	CCOC(=O)c1c(S(=O)(=O)NCC(=O)NCc2ccc(C)cc2)c(C)n(C)c1C
6	O=C(NCCc1nccs1)C1CCC(=O)N(CCc2ccc(Cl)cc2)C1 (stereo not drawn)
Assay by compound	1	2	3	4	5	6
IMP-1 inhibitor	-4.4	-1.0	-1.4	0.0	-2.3	-2.5
FID counter	-43	-7	-4	3	-24	-25
M18AAP inhibitor	-2	3	-3	-6	-2	3
MEKK2 WT-MEK5	97	99	101	104	94	114
NALP1 yeast inh	-21	5	20	6	6	-2
UBC9 SUMO inh	-2	-12	6	21	.	-1
VIM-2 inh	-5.7	-0.6	-3.8	0.9	-0.9	-2.9
NS3 helicase inh	5	-7	3	14	10	-4
MEKK2mut PB1 HTS	4	0	3	3	-2	10

7	O=C(CN1CCOCC1)Nc1ncc(Cc2cccc(Cl)c2)s1
8	NC(=O)N/N=C1\c2ccccc2-c2c(C(N)=O)cccc21
9	N[C@@H](CO)c1nnc([C@H](CC(=O)O)NC(=O)C2CCNCC2)o1
10	CC(C(=O)N1CCCCC1)N1C(=O)c2ccccc2C1=O (stereo not drawn)
11	COc1ccc(C2(O)CCN(Cc3nnnn3Cc3ccc(C)cc3)CC2)cc1
12	OCCC1CN(Cc2ccc(Oc3ncccn3)cc2)CCN1CCc1ccccc1 (stereo not drawn)
Assay by compound	7	8	9	10	11	12
IMP-1 inhibitor	-2.8	-2.7	-0.7	-1.2	-3.1	-2.2
FID counter	-18	-6	-9	0	-27	2
M18AAP inhibitor	-6	0	-7	10	-6	-10
MEKK2 WT-MEK5	109	104	93	96	104	93
NALP1 yeast inh	33	-3	2	-3	5	8
UBC9 SUMO inh	-3	7	6	5	0	-7
VIM-2 inh	-3.2	2.8	-1.2	-2.6	-5.0	0.1
NS3 helicase inh	1	-1	1	-5	-14	-5
MEKK2mut PB1 HTS	0	10	2	0	1	-5

13	COc1ccc(C(=O)NC(=S)Nc2ccc(Cc3ccncc3)cc2)cc1
14	COc1ccc(OCC2NCCc3cc(OC)c(OC)cc32)cc1 (stereo not drawn)
15	O=C(C1=NN[C@@H]2C(=O)N(Cc3ccccc3)C(=O)[C@H]12)c1ccc(F)cc1
16	CCC(C)[C@H](NC(=O)NCCCn1ccnc1)C(=O)OC (stereo partly drawn)
17	CCOC(=O)c1c(C)[nH]c(C)c1C(=O)COC(=O)c1cc2ccccc2cc1OC
18	COc1cc(OC)c2c(C)cc(=O)oc2c1C(CCN1CCN(c2ccccc2)CC1)c1ccc2c(c1)OCO2 (stereo not drawn)
Assay by compound	13	14	15	16	17	18
IMP-1 inhibitor	-0.5	0.2	-1.9	-1.6	-2.6	.
FID counter	-11	-14	-10	0	-25	.
M18AAP inhibitor	-7	-7	3	-3	-8	.
MEKK2 WT-MEK5	101	93	111	108	94	101
NALP1 yeast inh	-9	9	6	33	34	16
UBC9 SUMO inh	5	21	15	4	-6	-21
VIM-2 inh	-3.1	0.2	-1.2	-1.8	0.4	.
NS3 helicase inh	9	-10	-5	-9	-13	.
MEKK2mut PB1 HTS	1	-4	17	-1	-3	4

Part of the list above, limited to IMP-1 inhibitor, NS3 helicase inh and MEKK2mut PB1 HTS:
no. | mol | IMP-1 inhibitor | NS3 helicase inh | MEKK2mut PB1 HTS
8 | NC(=O)N/N=C1\c2ccccc2-c2c(C(N)=O)cccc21 | -2.7 | -1 | 10
5 | CCOC(=O)c1c(S(=O)(=O)NCC(=O)NCc2ccc(C)cc2)c(C)n(C)c1C | -2.3 | 10 | -2

Going on with the list.
19	COc1ccc(-c2[nH]ncc2CN2CCC(O)(c3ccc(Cl)cc3)CC2)cc1
20	C/C(=N\Nc1nc(-c2cc(C)ccc2C)cs1)c1cc2c(ccc3ccccc32)oc1=O
21	N#Cc1nc(-c2cccc(Cl)c2)oc1NCc1cccnc1
22	Cc1ccc(OCc2nnc(NC(=O)OCC(C)C)s2)cc1
23	COc1ccc(C(=O)NC(=S)N2CCCC2)cc1
24	CC1CN(CC(O)COCc2ccc3c(c2)OCO3)CC(C)O1 (stereo not drawn)
Assay by compound	19	20	21	22	23	24
IMP-1 inhibitor	-0.9	-2.5	-4.4	-5.1	0.4	-2.4
FID counter	5	-17	-8	-6	-3	-2
M18AAP inhibitor	-4	6	-19	2	0	4
MEKK2 WT-MEK5	110	92	96	97	108	103
NALP1 yeast inh	10	18	22	-8	6	-17
UBC9 SUMO inh	9	19	33	20	1	6
VIM-2 inh	-0.6	-4.5	-2.6	-2.1	-5.0	-2.4
NS3 helicase inh	-22	18	8	2	-2	-6
MEKK2mut PB1 HTS	6	0	1	-1	2	0

25	CCC(C)NC(=O)c1cc(Cl)c(NC(=O)C2=C(C)OCCS2)cc1OC (stereo not drawn)
26	CC1CC(C)CN(CCCNC(=O)C2CCN(c3ncnc4c3sc3cccc(F)c34)CC2)C1 (stereo not drawn)
27	NC(=O)COc1cccc(/C=N/NC(=O)c2ccc(-n3cccc3)cc2)c1
28	O=C(OCc1ccccc1)c1ccc2c(c1)-c1ccccc1C2=O
29	CCc1nnc(SCC(=O)NC2CCCC2)nc1CC
30	COc1ccc(C(=O)N/C(=C\c2cn(C)c3ccccc23)C(=O)NCCCN2CCOCC2)cc1
Assay by compound	25	26	27	28	29	30
IMP-1 inhibitor	-1.3	-1.1	0.4	-1.2	0.1	0.3
FID counter	-29	10	-6	3	-4	20
M18AAP inhibitor	-8	-2	-6	-4	4	1
MEKK2 WT-MEK5	102	120	64	104	95	104
NALP1 yeast inh	14	.	.	24	8	2
UBC9 SUMO inh	13	14	5	-6	10	-6
VIM-2 inh	1.0	25*	0.7	0.1	-3.5	-3.8
NS3 helicase inh	8	-13	-7	0	1	-17
MEKK2mut PB1 HTS	3	-11	-10	4	-3	-2

31	COc1ccc(CN2CC(C(=O)NCCCN3CCCC(C)C3)CC2=O)cc1 (stereo not drawn)
32	CCSc1nc(N)c(C#N)c(-c2ccccc2Cl)c1C#N
33	Cc1c(-c2ccccc2)oc2c(C(=O)OCC(=O)Nc3ccc(F)cc3)cccc2c1=O
34	O=C(COC(=O)c1ccc(O)cc1O)NCCN1C(=O)CSC1=O
35	COc1ccc(NC(=O)CCNS(=O)(=O)c2ccc3c(c2)c(=O)n(C)c(=O)n3C)cc1
36	Cc1ccccc1CNC(=O)CCC(=O)N1CCOc2ccccc21
Assay by compound	31	32	33	34	35	36
IMP-1 inhibitor	-3.2	-0.3	-2.5	-3.5	-3.1	0.1
FID counter	0	3	2	-6	-3	-7
M18AAP inhibitor	3	0	-6	5	7	-14
MEKK2 WT-MEK5	100	97	109	102	108	100
NALP1 yeast inh	-5	-13	34	.	20	-2
UBC9 SUMO inh	0	2	-6	10	22	0
VIM-2 inh	-0.3	-2.3	4.8	-1.0	-2.9	1.7
NS3 helicase inh	4	0	-7	5	-2	24
MEKK2mut PB1 HTS	2	0	10	-7	15	-2

Brought forward from above: 4 compounds, then new ones.
33	Cc1c(-c2ccccc2)oc2c(C(=O)OCC(=O)Nc3ccc(F)cc3)cccc2c1=O
34	O=C(COC(=O)c1ccc(O)cc1O)NCCN1C(=O)CSC1=O
35	COc1ccc(NC(=O)CCNS(=O)(=O)c2ccc3c(c2)c(=O)n(C)c(=O)n3C)cc1
36	Cc1ccccc1CNC(=O)CCC(=O)N1CCOc2ccccc21
37	CCN(CC1CCCN(CCc2cccc(OC)c2)C1)C(=O)c1ccc(COC)o1 (stereo not drawn)
38	O=C(NCCCN1CCOCC1)c1ccc([N+](=O)[O-])cc1[N+](=O)[O-]
39	CCOC(=O)C1=C(C)Nc2nc3ccccc3n2C1c1ccc(O)cc1 (stereo not drawn)
40	CC(=O)Nc1cccc(NC(=O)c2ccc(COc3ccccc3)cc2)c1
41	Cc1cc(C)nc(NS(=O)(=O)c2ccc(NC(=O)Cc3ccccc3F)cc2)n1
42	C=CCn1c(Cc2c[nH]c3ccccc23)nnc1SCC(=O)NCc1ccccc1
Assay by compound	33	34	35	36	37	38	39	40	41	42
IMP-1 inhibitor	-2.5	-3.5	-3.1	0.1	-2.3	-1.9	29*	-3.4	-2.1	-4.3
FID counter	2	-6	-3	-7	3	6	14	-15	-8	-29
M18AAP inhibitor	-6	5	7	-14	-9	5	1	-1	-5	3
MEKK2 WT-MEK5	109	102	108	100	111	107	98	97	99	109
NALP1 yeast inh	34	.	20	-2	-13	13	-2	-8	6	1
UBC9 SUMO inh	-6	10	22	0	15	11	4	8	16	-19
VIM-2 inh	4.8	-1.0	-2.9	1.7	-3.3	-3.9	-4.2	-3.9	-2.3	-4.2
NS3 helicase inh	-7	5	-2	24	21	0	26	-15	-7	-6
MEKK2mut PB1 HTS	10	-7	15	-2	9	5	6	2	3	-2

43	CCC1(c2ccc(F)cc2)NC(=O)N(CC(=O)NCc2ccc(C)cc2)C1=O (stereo not drawn)
44	CCNC(=O)Cn1cc(C#N)c2ccccc21
45	CCN(CC)c1nc(-c2ccccc2)nc2ccccc12
46	C/C(=N\NS(=O)(=O)c1ccc([N+](=O)[O-])cc1)c1cccs1
47	Cc1nc2c(C(=O)NCc3ccccc3)c[nH]n2c(=O)c1Cl
48	COCC(=O)NC(c1ccccc1)c1ccccc1
49	C=CCN=C1NN=C(c2ccc3c(c2)OCCO3)CS1
Assay by compound	43	44	45	46	47	48	49
IMP-1 inhibitor	-1.8	3.6	-0.9	-2.8	-3.3	-2.3	-2.3
FID counter	-21	1	12	4	-25	-4	-5
M18AAP inhibitor	-1	7	-1	18	3	0	-5
MEKK2 WT-MEK5	108	102	106	97	105	77	92
NALP1 yeast inh	4	12	16	17	-19	2	-16
UBC9 SUMO inh	2	-20	-6	-12	12	-14	9
VIM-2 inh	-1.9	-2.7	1.4	-2.6	1.0	-0.8	-0.9
NS3 helicase inh	0	0	-27	8	2	-3	1
MEKK2mut PB1 HTS	5	2	6	-1	4	-7	-8

From PubChem BioAssay
